Cneo AK release: causes C. neoformans cell lysis. adenylate kinase release luminescence, 4 h; normalised: neutral wells 0, clomiphene wells 100. AID 651654. actives 0.2% (n = 360,000). lysis activity, % at 15 µM;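 active means mean lysis activity across replicates of at least 80%, whatever share of replicates individually reach that level; inactive means mean lysis activity below 80%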
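Test system: log-phase Cryptococcus neoformans yeast cells; Quantity: yeast cell density of 5 × 10^6 cells/mL; Buffer or medium: YPD; Doses: single compound concentration per well; Timing: 4 h at 37 °C static, read 1 h later; Measured by: AK luminescence; Read-out basis: lysis from increased AK signal; Control set: Clomiphene as positive control.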
esBAF inh: blocks esBAF chromatin remodeling in mouse ES cells | reporter increase, % at 12.5 µM | Bmi1-luciferase knock-in reporter, 24 h; 100% = twice the neutral-well signal | actives 2% (n = 350,000); in the data active means activation above about 40%;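 further: 0% = median of the plate's neutral control wells and 100% = double that signal; a rise in the Bmi1 reporter signal indicates esBAF inhibition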
ERp5 block: blocks human ERp5 reductase activity on insulin; Q15084; ERp5 insulin aggregation, absorbance 650 nm, 90 min; inhibition, % at 9.99 µM; actives 0.05% (n = 350,000); AID 651711;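 active means mean replicate inhibition above about 25%, with every replicate also reaching it, limit read from the data, passing the limit was not always enough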
Target sequence (Q15084 whole entry, looked up): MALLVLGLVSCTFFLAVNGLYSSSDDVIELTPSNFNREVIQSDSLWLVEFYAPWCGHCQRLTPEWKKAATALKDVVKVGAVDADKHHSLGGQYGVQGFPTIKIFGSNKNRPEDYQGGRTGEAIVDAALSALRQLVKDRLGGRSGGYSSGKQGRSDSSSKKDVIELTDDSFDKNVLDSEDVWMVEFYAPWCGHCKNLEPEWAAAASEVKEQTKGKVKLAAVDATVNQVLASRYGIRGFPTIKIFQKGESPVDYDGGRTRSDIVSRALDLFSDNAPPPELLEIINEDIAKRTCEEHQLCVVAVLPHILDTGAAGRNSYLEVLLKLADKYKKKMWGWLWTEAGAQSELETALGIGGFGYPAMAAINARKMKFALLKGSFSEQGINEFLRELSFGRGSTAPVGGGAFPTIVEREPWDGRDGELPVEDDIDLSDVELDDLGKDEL
SIRT5 inh: inhibitors of human sirtuin-5 desuccinylase; Purified SirT5, succinyl-peptide AMC, trypsin-coupled fluorescence; Q9NXA8; actives 1.1% (n = 330,000); inhibition, % at 15 µM; AID 652115; in the data active means inhibition above about 15%
Target sequence (Q9NXA8 whole entry, looked up): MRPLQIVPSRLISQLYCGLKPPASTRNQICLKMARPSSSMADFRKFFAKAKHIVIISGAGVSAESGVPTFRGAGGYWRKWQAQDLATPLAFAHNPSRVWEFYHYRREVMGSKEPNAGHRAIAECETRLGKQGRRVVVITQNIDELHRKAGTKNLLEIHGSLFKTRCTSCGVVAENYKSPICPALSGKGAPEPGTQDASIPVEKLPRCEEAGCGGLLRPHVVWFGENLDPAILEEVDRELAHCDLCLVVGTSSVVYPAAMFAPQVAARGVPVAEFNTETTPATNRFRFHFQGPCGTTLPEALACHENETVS
miR-122 sensor: miR-122 inhibition in Huh7 cells; Huh7 miR-122 Renilla luciferase sensor, 48 h; neutral wells = 0, positive control = 100; activation (reporter increase), % at 12.5 µM; actives 0.3% (n = 340,000); AID 602342;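 active means mean replicate activation score at least 90 and every replicate individually at or above 90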;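 further: higher luciferase means less miR-122 activity so hits act as miR-122 inhibitors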
ARNT TACC3 PPI: disrupts binding between human ARNT and TACC3; actives 0.66% (n = 390,000); AID 623870; Q9Y6A5; inhibition, % at 9.99 µM; AlphaScreen His-ARNT PAS-B/GST-TACC3 binding, luminescence; TACC3 fragment carries E629A point mutation;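 active means mean inhibition of replicates at least 50% and at least half of replicates each reaching 50%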;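 further: 0% = complete ARNT plus TACC3 wells and 100% = ARNT alone without TACC3; many hits fall short of the cut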
C2C12 statin: protects C2C12 myotubes from simvastatin toxicity. ATP luminescence, 48 h; scaled: DMSO 0, geranylgeraniol control 100. rescue of ATP level, % at 7.49 µM. actives 0.78% (n = 330,000);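 active means mean ATP rescue above about 67%, or every replicate alone reaching that limit, limit read from the data, passing the limit was not always enough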;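 further: myotubes were challenged with 10 µM simvastatin during compound exposure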
An asterisk follows results filed as active; · = not tested or not shown; [ ] = remark or other dose.

SMILES | Cneo AK release | esBAF inh | ERp5 block | SIRT5 inh | miR-122 sensor | ARNT TACC3 PPI | C2C12 statin
Cc1cccc(C)c1N1C(=O)C(Cl)=C(N2CCCC2)C1=O | 1 | 3 | 2 | 0 | 2 | -18 | 10
COc1ccc(Cc2c(-c3ccc(C)cc3)nc3cc(C)c(Br)c(C)n23)c(C)c1 | -2 | -3 | -3 | -1 | -5 | · | 35
O=C(Oc1ccc2[nH]cc(CCN3C(=O)c4ccccc4C3=O)c2c1)c1ccco1 | · | · | 3 | -1 | · | 2 | ·
CN1CCN(C(=O)C[C@H]2CC[C@@H]3[C@H](COC[C@H](O)CN3C(=O)Nc3ccc(F)cc3)O2)CC1 | 3 | 1 | 0 | 0 | -7[16.7 µM] | 3 | -3
O=C(NNC(=O)c1ccccc1Cl)c1ccco1 | · | · | 3 | 5 | · | -3 | ·
CCCCNC(=O)C1CCCN1S(=O)(=O)c1cccc2nsnc12 (configuration not stated) | 0 | -10 | -2 | -5 | 7 | -3 | 9
CCN1CCN(c2c(C(=O)c3ccc(OC)cc3)cnc3ccccc23)CC1 | 0 | 1 | 0 | · | · | -2 | 1
COc1ccc([C@H]2CC(=O)C=C(c3ccc(C(=O)O)cc3)C2)cc1OC | 0 | 2 | 4 | -3 | 2 | 3 | -4
CCN(CC)S(=O)(=O)c1cccc(C(=O)N[C@H](C(=O)O)C(C)C)c1 | -13 | -5 | · | · | -2 | -4 | 10
O=C(N1CCN(c2ccccc2)CC1)C(F)(F)C(F)F | 0 | -5 | -6 | 1 | 5 | -3 | 10
Cc1cnnc2c1-c1nonc1CC2 | -3 | · | · | · | -4 | -10 | ·
COc1ccc(CN(C)C[C@@H]2Oc3ccc(NS(=O)(=O)c4ccc(F)cc4)cc3CC(=O)N([C@@H](C)CO)C[C@@H]2C)cc1 | -1 | 4 | 0 | 2 | -4[16.7 µM] | -7 | 13
N#C[C@H]1[C@@H](c2ccc(-c3ccncc3)cc2)[C@@H](CO)N1C(=O)C1CCCC1 | 7 | 3 | 4 | -2 | · | -8 | -6
Cc1nn(C)c(N)c1-c1ccccc1 | 3 | 4 | 0 | -1 | -1 | 1 | 5
O=C(c1cccc(O)c1)N1CCN(C(=O)C2CC2)CC1 | 4 | -4 | -9 | 3 | · | -5 | -1
CSc1ccccc1C(=O)N1CCOCC1 | 0 | -1 | · | · | -1 | -2 | 1
CC1CCCCC1NC(=O)C1CCC(CNS(=O)(=O)c2ccc(F)cc2)CC1 (configuration not stated) | 1 | 4 | -4 | -2 | -5 | -1 | 9
CCOC(=O)CCc1c(C(=O)OCC)[nH]c(CC)c1C(=O)OCc1ccccc1 | 0 | -3 | 1 | -2 | 5 | 2 | -5
COc1ccc(CN2CCC(n3nccc3NC(=O)C3CC3)CC2)cc1O | 0 | 3 | 10 | -1 | · | -7 | -7
Cn1c(=O)cc(SCC(=O)NCC2COc3ccccc3O2)c2ccccc21 (configuration not stated) | 5 | 0 | · | · | 10 | -1 | -1
CCc1cc2c(SCC(=O)Nc3ccc(NC(C)=O)cc3)ncnc2s1 | -6 | -2 | -2 | -2 | · | 1 | -2
O=C(COC(=O)c1cnc(Cl)c(Cl)c1)NC1CC1 | 0 | -8 | 0 | · | 8 | -1 | -2
Cc1ccc(Nc2ccccc2)cc1 | -2 | 10 | · | · | 5 | -98 | -1
CCN(CC)CCCN(Cc1cc2cc3c(cc2[nH]c1=O)OCO3)C(=S)NCCCOC | -6 | -10 | -1 | -7 | 5 | 20 | 5
CC1(C)CC(C)(O)P(=O)(c2ccccc2)O1 (configuration not stated) | 0 | -1 | · | · | -19 | -1 | 3
Additional compounds:
SMILES | Cneo AK release | esBAF inh | ERp5 block | SIRT5 inh | miR-122 sensor | ARNT TACC3 PPI | C2C12 statin
C/C(=N\O)C1CC(CC(=O)O)C1(C)C (configuration not stated) | -1 | 0 | 4 | 13 | · | -14 | 3
CSC(=O)NC12CC3CC(CC(C)(C3)C1)C2 | -1 | 5 | · | · | -8 | -7 | -2
CCOC(=O)N1CCN(S(=O)(=O)c2ccc(C)c(C)c2C)CC1 | -2 | -5 | · | · | 4 | -15 | ·
O=C(Nc1cc(S(=O)(=O)N2CCOCC2)ccc1N1CCOCC1)C1CCCO1 (configuration not stated) | · | · | 0 | -1 | 0 | -1 | ·
CN(C)c1ccc(C(=S)N2CCCCCC2)cc1 | 2 | 19 | · | · | 20 | 14 | -6
CC(C)C(=O)NCCn1ccc2ccccc21 | 1 | · | · | · | 5 | 35 | ·
CC(c1nnc(SCC(=O)N2CCc3ccccc32)n1-c1ccc(Cl)cc1)N(C)C (configuration not stated) | 3 | · | · | · | -4 | -2 | 20
CSCC[C@H](NC(=O)N1C[C@H]2C[C@@H](C1)c1cccc(=O)n1C2)C(=O)Nc1ccc(NC(C)=O)cc1 | -2 | -8 | -2 | 3 | -2 | -10 | 9
COc1cccc(C2Oc3ccccc3C3CC(c4cccs4)=NN32)c1 (configuration not stated) | -1 | · | -2 | -2 | 7 | · | ·
O=C(NC1CCCC1)C(c1ccccc1)N(Cc1cccnc1)C(=O)Cc1cccs1 (configuration not stated) | 10 | -1 | -7 | 2 | 3 | 1 | 0
CC(=O)Nc1ccc2c3c(ccc([N+](=O)[O-])c13)CC2 | -2 | · | 0 | -2 | · | · | ·
COc1ccc(C(C[N+](=O)[O-])c2c(C)cc3ccccn23)c(OC)c1 (configuration not stated) | 1 | 0 | 4 | · | -4 | -1 | -1
NC(=O)N/N=C1\c2ccccc2-c2c(C(N)=O)cccc21 | 2 | -6 | -4 | -3 | -3 | 7 | -5
O=C(Oc1ccccc1)N1CCN(C(=O)c2ccco2)CC1 | 58 | 0 | 4 | -1 | -4 | 7 | 3
COC(=O)c1ccc(COc2ccc(/C=N/Nc3cccc(C(=O)O)c3)cc2)cc1 | · | · | 0 | 2 | · | 7 | ·
COc1ccccc1NC(=O)N1CCCCN2[C@H](CO)[C@@H](c3ccc(-c4cccc(F)c4)cc3)[C@@H]2C1 | 4 | 0 | 2 | 13 | -12[16.7 µM] | -15 | -30
COC(=O)NCC(C)OC(=O)Nc1ccc(Cl)cc1 (configuration not stated) | · | · | -4 | 7 | · | -4 | ·
CCc1nnc(NC(=O)CSc2nnc(C(C)NC(=O)c3ccccc3F)n2C)s1 (configuration not stated) | 0 | -2 | 2 | -1 | -1 | 3 | -52
O=C(CN1CCCCC1)Nc1nc(-c2ccc(F)c(F)c2)cs1 | 4 | 19 | -2 | -2 | -7 | 2 | -1
CN1C(=O)N(C)C(c2ccccc2Cl)C2=C1CC(C)(C)CC2=O (configuration not stated) | · | 2 | -3 | -1 | -2 | 2 | 2
CC(CCc1ccccc1)NC(=O)C(=O)NCCO (configuration not stated) | -4 | -5 | · | · | -2 | 1 | 44
CCOC(=O)C(NC(=O)CC)(Nc1ccc(S(N)(=O)=O)cc1)C(F)(F)F (configuration not stated) | -7 | -3 | 5 | 15 | -4 | -2 | -6
CC(C)NC(=O)Nc1ccc2c(c1)C(=O)N([C@@H](C)CO)C[C@@H](C)[C@H](CN(C)S(=O)(=O)c1ccccc1)O2 | -2 | 1 | -9 | -1 | 5[16.7 µM] | -4 | -38
COc1cccc(C(=O)NNC(=O)CCC(=O)O)c1 | · | · | 1 | 13 | · | 23 | ·
CCCNC(=O)C[C@H]1CC[C@H]2[C@H](COc3ccc(NC(=O)COC)cc3C(=O)N2C)O1 | -1 | -3 | · | · | 4[16.7 µM] | 0 | -7
Continued:
SMILES | Cneo AK release | esBAF inh | ERp5 block | SIRT5 inh | miR-122 sensor | ARNT TACC3 PPI | C2C12 statin
C=CCSc1nc2c(c(=O)n(C)c(=O)n2C)n1CC | -2 | -8 | 0 | -1 | -3 | 1 | 22
COC(=O)c1sc(-c2ccc(Cl)cc2)cc1N | 9 | · | 0 | -1 | -3 | 5 | ·
Cc1ccc(NC(=O)CSc2nccc(=O)[nH]2)c(S(=O)(=O)N2CCOCC2)c1 | -1 | -10 | · | · | 3 | -5 | -3
C[C@@H]1CCCCO[C@H](CN(C)Cc2ccncc2)[C@@H](C)CN([C@@H](C)CO)C(=O)c2cc(NS(=O)(=O)c3ccc(F)cc3)ccc2O1 | 50 | -3 | 2 | 4 | 18[16.7 µM] | -1 | ·
Cn1c(NC(=O)c2cccc(Cn3cc(Cl)cn3)c2)nc2ccccc21 | 0 | 14 | · | · | -1 | 0 | -22
O=C(CSc1nnc(-c2cccs2)n1-c1ccccc1)Nc1ccccc1 | · | 1 | · | · | 7 | -6 | -17
COc1cc([C@H]2OC[C@H]3[C@@H]2CO[C@@H]3c2ccc(O[C@H]3O[C@H](CO)[C@@H](O)[C@H](O)[C@H]3O)c(OC)c2)ccc1O[C@@H]1O[C@H](CO)[C@@H](O)[C@H](O)[C@H]1O | -5 | -5 | -3 | -3 | · | 8 | -10
COc1cc(CN2CCNC(=O)C2CC(=O)O)cc(OC)c1 (configuration not stated) | -2 | -7 | -1 | -2 | 0 | -1 | 3
COc1ccc(-c2nnc3ccc(SCc4ccccc4)nn23)cc1 | 0 | -12 | 5 | -1 | -2 | 0 | -2
COc1ccccc1-n1c(SCC(=O)N2CCCCC2)nc(O)c(Cc2ccccc2)c1=O | -2 | -3 | 4 | -4 | -4 | 0 | 40

Gathered by group, the entries above with fluorine
SMILES | Cneo AK release | esBAF inh | ERp5 block | SIRT5 inh | miR-122 sensor | ARNT TACC3 PPI | C2C12 statin
CN1CCN(C(=O)C[C@H]2CC[C@@H]3[C@H](COC[C@H](O)CN3C(=O)Nc3ccc(F)cc3)O2)CC1 | 3 | 1 | 0 | 0 | -7[16.7 µM] | 3 | -3
O=C(N1CCN(c2ccccc2)CC1)C(F)(F)C(F)F | 0 | -5 | -6 | 1 | 5 | -3 | 10
COc1ccc(CN(C)C[C@@H]2Oc3ccc(NS(=O)(=O)c4ccc(F)cc4)cc3CC(=O)N([C@@H](C)CO)C[C@@H]2C)cc1 | -1 | 4 | 0 | 2 | -4[16.7 µM] | -7 | 13
CC1CCCCC1NC(=O)C1CCC(CNS(=O)(=O)c2ccc(F)cc2)CC1 (configuration not stated) | 1 | 4 | -4 | -2 | -5 | -1 | 9
COc1ccccc1NC(=O)N1CCCCN2[C@H](CO)[C@@H](c3ccc(-c4cccc(F)c4)cc3)[C@@H]2C1 | 4 | 0 | 2 | 13 | -12[16.7 µM] | -15 | -30
CCc1nnc(NC(=O)CSc2nnc(C(C)NC(=O)c3ccccc3F)n2C)s1 (configuration not stated) | 0 | -2 | 2 | -1 | -1 | 3 | -52
O=C(CN1CCCCC1)Nc1nc(-c2ccc(F)c(F)c2)cs1 | 4 | 19 | -2 | -2 | -7 | 2 | -1
CCOC(=O)C(NC(=O)CC)(Nc1ccc(S(N)(=O)=O)cc1)C(F)(F)F (configuration not stated) | -7 | -3 | 5 | 15 | -4 | -2 | -6
C[C@@H]1CCCCO[C@H](CN(C)Cc2ccncc2)[C@@H](C)CN([C@@H](C)CO)C(=O)c2cc(NS(=O)(=O)c3ccc(F)cc3)ccc2O1 | 50 | -3 | 2 | 4 | 18[16.7 µM] | -1 | ·

2 of the compounds above, field by field.
molecule: COC(=O)c1sc(-c2ccc(Cl)cc2)cc1N
  Cneo AK release: 9	esBAF inh: ·	ERp5 block: 0	SIRT5 inh: -1	miR-122 sensor: -3	ARNT TACC3 PPI: 5	C2C12 statin: ·

molecule: Cc1ccc(NC(=O)CSc2nccc(=O)[nH]2)c(S(=O)(=O)N2CCOCC2)c1
  Cneo AK release: -1	esBAF inh: -10	ERp5 block: ·	SIRT5 inh: ·	miR-122 sensor: 3	ARNT TACC3 PPI: -5	C2C12 statin: -3
